Screening results (PubChem BioAssay)
Shiga inhibitor = blocks Shiga toxin action in Vero cells | 290,000 compounds, 9.2% hits | inhibition, % at 38.7 µM | Vero cells, Shiga toxin protein synthesis inhibition reporter | AID 2315; in the data active = inhibition mostly above about 28%, no sharp cut-off; inactive = mostly below about 43%; note: 0% is about no effect
HCV inhibitor = blocks hepatitis C virus; Potency, µM (series often up to 41.8 µM), without a hit: at the top dose activity change, negative = inhibition, hits mostly inhibitors; 340,000 compounds, 3.4% hits; Huh7.5.1 HCVcc-Cre infection, luciferase reporter, 44 h; note: potency is the fitted concentration of half-maximal effect; % is set by controls: 0 for no effect and ±100 for the full control effect
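Seed cells (1,000/well) for 4 h; treat with compound and infect with HCVcc-Cre, moi about 0.5. Incubate 44 h, then detect luciferase activity.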
Pf growth 96h = P. falciparum growth inhibition at 96 hours; P. falciparum luciferase reporter growth, 96 h; Potency, µM (top dose mostly 28.7 µM), inactives show at the highest dose activity change, negative = inhibition, usual class: inhibitors; 320,000 compounds, 6.9% hits; note: potency is the fitted concentration of half-maximal effect; % is set by controls: 0 for no effect and ±100 for the full control effect
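Luminescence readout: decreased luciferase signal marks inhibited growth of reporter-expressing P. falciparum in infected red cells (2% hematocrit, 0.05% parasitemia final), exposed to compound two generations (96 h, 37 C, 5% CO2).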
Pf growth 48h = inhibits P. falciparum growth in the first generation, 48 h; P. falciparum luciferase growth in erythrocytes, 48 h; Potency, µM (top dose mostly 28.7 µM), for the others: top-dose activity change, negative = inhibition, hits mostly inhibitors; 310,000 compounds, 5.9% hits; AID 504832; note: potency is the fitted concentration of half-maximal effect; % is set by controls: 0 for no effect and ±100 for the full control effect
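Compounds are pin-transferred into medium, infected erythrocytes (2% hematocrit, 0.1% parasitemia final) are added, and plates sit one parasite generation at 37 C in 5% CO2. Detection reagent is then added and luminescence measured.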
FBPA Giardia inh = inhibitors of Giardia lamblia fructose-1,6-bisphosphate aldolase | purified Giardia FBPA | Potency, µM (series often up to 59.6 µM), inactives show top-dose activity, negative = inhibition, most hits filed as inhibitors | 290,000 compounds, 0.71% hits | AID 2451; note: potency is the fitted concentration of half-maximal effect; % is set by controls: 0 for no effect and ±100 for the full control effect; nearly all actives have a fitted effect of over 55% in size
Target sequence (A8B2U2 whole entry, looked up): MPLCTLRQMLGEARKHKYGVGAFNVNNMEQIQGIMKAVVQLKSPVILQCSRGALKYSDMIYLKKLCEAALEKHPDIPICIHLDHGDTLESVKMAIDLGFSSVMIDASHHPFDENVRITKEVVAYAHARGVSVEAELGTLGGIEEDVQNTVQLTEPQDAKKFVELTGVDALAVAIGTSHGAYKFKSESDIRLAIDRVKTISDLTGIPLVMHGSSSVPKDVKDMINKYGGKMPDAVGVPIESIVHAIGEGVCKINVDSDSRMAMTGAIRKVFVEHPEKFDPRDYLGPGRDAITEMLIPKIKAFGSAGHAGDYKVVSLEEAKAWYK
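Giardia FBPA (40 nM reagent) was preincubated 10 min at RT with compound (up to 57.5 uM final), then substrate plus GAPDH/TPI/NAD/arsenate coupling system with diaphorase/resazurin was added; resorufin fluorescence (525/598 nm) was read after 20 min.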
Cycloheximide cs = affects cycloheximide protein synthesis inhibition readout, counter-screen. cell reporter, cycloheximide protein synthesis inhibition counterscreen. max response, %. 300,000 compounds, 12% hits; in the data active = max response mostly above about 13%, no sharp cut-off; inactive = mostly below about 14%; note: read at 38.3 µM for the half of the compounds with a filed dose; 0% is about no effect
Active calls of the source: *; i = inactive; ? = inconclusive; . = not tested or not shown; & = joins results of further samples; [ ] = dose if it differs, or a comment. Unless noted, calls come from the whole dose curve; as a rule, active = well fitted curve in the direction sought with a large enough effect; inconclusive = small, poorly fitted or top-dose-only effect, or another doubt; inactive = no such curve, though single readings can be large; an effect the other way counts as inactive or inconclusive. No enrichment for hits. Share with any hit: about 24%.

SMILES | Shiga inhibitor | HCV inhibitor | Pf growth 96h | Pf growth 48h | FBPA Giardia inh | Cycloheximide cs
COc1ccc(S(=O)(=O)Nc2cc(C)ccn2)cc1 | -12 | 6% | 13% | . | 0% | -3
CC(=O)c1c(C)[nH]c(C(=O)NCCc2cccc(C)c2)c1C | 80* | ? | . | 55%[activator] | 0% | 45*
COc1cccc(NC(=O)N2CCC(n3nnc4ccccc43)CC2)c1 | 22 | -8% | 1% | -19% | -1% | -4
CC(=O)N=C1C=CC(=CN(O)C(C)(C)Cc2ccccc2)C=C1 | . | ? | 0% | 2% | . | .
COc1ccc(NS(=O)(=O)c2cc(NC(=O)CNC(=O)c3ccc(C)s3)ccc2Cl)cc1 | -8 | -21% | ? | -14% | 1% | -2
O=C1OCCN1C(=O)[C@H]1[C@H](c2ccc([N+](=O)[O-])cc2)C(c2ccccc2)=NN1c1ccc(Br)cc1 | i | ? | . | . | -8% | 12
COc1cccc(-n2c(=O)n(Cc3ccccc3)c(=O)c3[nH]cnc32)c1C | 15 | 0% | -2% | -5% | -22% | 8
Nc1cc(C(=O)OCC(=O)N2CCCC2)ccc1Cl | 50* | -1% | . | 67%[activator] | 2% | 31*
CS(=O)(=O)c1ccc(C(=O)NC2CCOC2=O)cc1 (stereo not drawn) | -7 | 21% | 8% | 5% | 6% | -3
Cc1ccc(C(=O)CCC(=O)NC2=NCCS2)cc1 | . | ? | ? | ? | . | .
CCOc1ccc(C(=O)N2CCN(c3cccc(Cl)c3)CC2)cc1 | 40 | -4% | 35%[activator] | -23% | -7% | 18
CC(=O)Nc1c(O)nc(SC/C=C/CSc2nc(O)c(NC(C)=O)c(=O)[nH]2)[nH]c1=O | -7 | 9% | 33%[activator] | 3% | -9% | -1
CC(=O)c1cccc(NC(=O)CN2C(=O)COc3ccc(S(=O)(=O)N4CCOCC4)cc32)c1 | 22 | ? | 12µM* | ? | 1% | 2
CCc1ccc(OCC(=O)Nc2ccc(N3CCN(S(C)(=O)=O)CC3)cc2)cc1 | 7 | 23% | ? | ? | -11% | -1
COc1cccc(C(=O)CC(C#N)c2ccc(F)cc2)c1 (stereo not drawn) | 26* | 11% | -11% | ? | -6% | 12
COc1ccccc1-c1cc(C(F)(F)F)nc(N2CCCCC2)n1 | -12 | -16% | ? | . | 4% | -5
CC1CCC(NC(=O)c2cc(Cl)nc3ccccc23)CC1 (stereo not drawn) | . | 15% | 65%[activator] | 52%[activator] | . | .
O=C(c1ccc2c(=O)n(Cc3ccccc3Cl)c(=S)[nH]c2c1)N1CCCC1 | -8 | -1% | -7% | ? | . | 0
Cc1ccccc1OCC(=O)Nc1ccc2[nH]ncc2c1 | 16 | -16% | 12µM* | 23% | 11% | 15*
CCOC(=O)N1CCC(NC(=O)c2cc3sccc3n2CC)CC1 | 8 | 21% | 5.2µM* | 15% | 2% | -2
O=C1C(Cc2cccc([N+](=O)[O-])c2)SC(=Nc2ccccc2)N1c1ccccc1 (stereo not drawn) | -12 | 0% | 7.4µM* | 8.3µM* | -7% | -1
Cc1cc(C(=O)N2CCN(S(=O)(=O)c3ccccc3F)CC2)c(C)o1 | 11 | 30% | -1% | 24% | 1% | -1
COc1ccccc1OCC(=O)n1cc(C(=O)c2cc(Cl)cc(Cl)c2O)cn1 | 24 | -7% | -2% | 0% | 17% | -5
Cc1ccccc1NC1=C(Cl)C(=O)OC1OC(=O)c1ccccc1C (stereo not drawn) | 36 | -22% | ? | -5% | -12% | 2
CC(=O)C1=C(O)C(=O)N(c2cccnc2)C1c1cccc([N+](=O)[O-])c1 (stereo not drawn) | -4 | 16% | 4% | 30%[activator] | -5% | -2

Further structures.
SMILES | Shiga inhibitor | HCV inhibitor | Pf growth 96h | Pf growth 48h | FBPA Giardia inh | Cycloheximide cs
CN(CC1CCCN(CCc2cccc(C(F)(F)F)c2)C1)C(=O)c1ccc2nc[nH]c2c1 (stereo not drawn) | -2 | ? | 15% | ? | . | 8
CC(=O)Nc1nc(-c2ccc(Cl)cc2)nc(C)c1C(C)=O | 18* | 7% | ? | 88%[activator] | 7.1µM* | 21*
CCCCCOCC1CC(C/C(C)=N/Nc2nc(-c3ccccc3)cs2)C(=O)O1 (stereo not drawn) | 69* | 13% | 59%[activator] | ? | -28% | 27*
O=C1CCCN1CCCNC(=S)Nc1ccc(F)c(Cl)c1 | 12 | 12% | 5% | 13% | 14µM* | 11
COc1ccc(S(=O)(=O)NCc2cccnc2)c2ccccc12 | -4 | 2% | -11% | 7% | 7% | 2
CC(=O)N1CCN(C(=O)CC2OC(=O)c3ccccc32)CC1 (stereo not drawn) | -3 | -28% | ? | ? | -22% | 1
Cc1nc2ccccc2n1CC(O)c1ccccc1 (stereo not drawn) | -2 | 20% | 2% | 0% | 4% | -2
COc1ccccc1CNC(=O)COC(=O)c1c(C)nn(-c2ccccc2)c1Cl | -2 | 11µM* | ? | -13% | . | -1
Cc1cc(C)cc(NC(=O)COC(=O)COc2cccc3c2OC(C)(C)C3)c1 | . | 1% | 8% | 9% | . | .
NS(=O)(=O)c1ccc(N=Nc2ccc(=O)[nH]c2O)cc1 | 13 | 13% | ? | ? | 5.6µM* | 10
CCOC(=O)c1cccc(NC(=O)CN(c2ccc(OC)cc2)S(=O)(=O)c2c(C)noc2C)c1 | -12 | 15% | . | ? | -10% | 9
Cc1ccc(C(=O)OCC(=O)NCc2cccs2)c(C)c1 | 113* | -17% | 61%[activator] | 45%[activator] | 0% | 41*
Cc1cc(C)c(NC(=O)c2ccc(S(=O)(=O)N3CCOCC3)cc2)c(C)c1 | 3 | -8% | -5% | -12% | 3% | -1
COC(=O)COc1ccc(C)cc1-n1nc2ccccc2n1 | 7 | 7% | 4% | 67%[activator] | 23% | -6
COCCCC1CCN(C(=O)C2CCC(=O)N(Cc3cccc(F)c3)C2)CC1 (stereo not drawn) | -3 | 18% | ? | ? | . | 10
CCOc1ccc(NC(=O)CSc2nccn2C)cc1 | 48* | 15% | 179%[activator] | 166%[activator] | -10% | 42*
Cc1ccc(S(=O)(=O)N(CC(=O)N/N=C/c2cccc3c2OCCO3)c2ccccc2F)cc1 | 3 | 0% | 12% | . | -8% | 1
COc1ccc([C@H](C)NC[C@H](O)c2ccc(O)c(NC=O)c2)cc1 | -12 | 8% | -13% | ? | -5% | -1
C=CCn1c(CSc2ccccc2[N+](=O)[O-])n[nH]c1=S | 34 | 7% | 4% | . | -19% | 13
COc1cccc2c1OC1(C)CC2NC(=O)N1Cc1ccccc1 (stereo not drawn) | 6 | 14% | ? | 10% | 1% | 0
Oc1ccccc1CN(CCc1ccccc1)Cc1ccccc1 | . | 20% | ? | ? | ? | 4
CCNC(=O)COc1cccc2ccccc12 | -16 | -15% | 20% | . | -1% | -2
Cc1ccc(C)c(NC(=O)CSc2nnc(-c3ccccc3C)o2)c1 | 8 | 0% | -26% | 70%[activator] | 8% | -5
CC1CCc2c(C(=O)Nc3nccs3)csc2C1 (stereo not drawn) | 69* | -5% | ? | ? | -1% | 37*
CC(C(=O)Nc1ccc(F)cc1Cl)N1CCN(S(=O)(=O)c2cccs2)CC1 (stereo not drawn) | . | ? | ? | ? | . | .

Structures listed so far that have a CF3 group:
SMILES | Shiga inhibitor | HCV inhibitor | Pf growth 96h | Pf growth 48h | FBPA Giardia inh | Cycloheximide cs
COc1ccccc1-c1cc(C(F)(F)F)nc(N2CCCCC2)n1 | -12 | -16% | ? | . | 4% | -5
CN(CC1CCCN(CCc2cccc(C(F)(F)F)c2)C1)C(=O)c1ccc2nc[nH]c2c1 (stereo not drawn) | -2 | ? | 15% | ? | . | 8

More compounds:
SMILES | Shiga inhibitor | HCV inhibitor | Pf growth 96h | Pf growth 48h | FBPA Giardia inh | Cycloheximide cs
CC(=O)n1nc(-c2ccc(C)cc2)nc1NCc1ccc(F)cc1 | 8 | -23% | ? | -8% | 1% | 2
CCC1CCCCN1CCCNC(=O)Cn1cnc2sc(C)c(S(=O)(=O)N3CCC(C)CC3)c2c1=O (stereo not drawn) | 2 | -6% | -9% | 4% | 8% | -9
OCCC1CN(Cc2cccn2-c2nccs2)CCN1CCc1ccccc1 (stereo not drawn) | -3 | 15% | ? | ? | 1% | -1
CC(C)NC(=O)NC(=O)COC(=O)c1cccc(S(=O)(=O)N2CCCCC2)c1 | 11 | 4% | -19% | 9% | -1% | -2
CCC1(CC)NC(=O)N(CC(=O)OCC(=O)Nc2ncc(Cl)cc2Cl)C1=O | . | -4% | 10% | 6% | . | .
CCCn1c(=O)[nH]c(=O)c2c1nc(-c1ccc(C(F)(F)F)cc1)n2CCOC | 14 | -2% | ? | -21% | 0% | -9
CCCn1c(SCC(=O)c2ccc(CC)cc2)n[nH]c1=O | 12 | -5% | ? | 2% | 0% | 6
O=C(NCCN1CCOCC1)C1CCN(S(=O)(=O)N2CCCCC2)CC1 | 12 | 7% | 8% | 23% | -1% | 0
O=C(Nc1nccs1)Oc1ccccc1 | 14 | 4% | 14% | 18% | 0% | 13
CCOC(=O)c1c(NC(=O)/C=C/C(=O)O)sc(C)c1-c1ccc(F)cc1 | 8 | -6% | ? | ? | ? | -1
c1ccc(CCN2CN(CCCN3CCOCC3)c3nc4ccccc4n3C2)cc1 | 16 | -3% | 18% | 10% | -1% | 1
CCCn1c(=S)[nH]c2ccc(C(F)(F)F)cc21 | -7 | -26% | 11% | 0% | ? | 0
CN1CCN(c2cc(C(F)(F)F)nc3ccc(F)cc23)CC1 | -3 | -15% | 5% | ? | 3% | -2
O=C(Nc1cccc(S(=O)(=O)N2CCCC2)c1)c1ccncc1 | -5 | 2% | ? | -1% | . | -3
COCCSc1ccccc1C(=O)Nc1cc(C)on1 | 14 | -3% | ? | -8% | -17% | -1
COc1ccc(CCNC(=O)C2CCN(C(=O)c3ccc(C(C)(C)C)cc3)CC2)cc1 | 16 | ? | -1% | ? | -2% | 5
CCCCc1ccc(NC(=O)N2CCNC(=O)C2CC(=O)Nc2ccsc2C(=O)OC)cc1 (stereo not drawn) | -9 | 0% | 10% | -21% | -8% | 0
O=C1NC(Cc2c[nH]c3ccccc23)C(=O)N1Cc1ccccc1 (stereo not drawn) | -6 | 9% | 23% | 10% | . | -1
CC(C)=CCCC(C)CN1CCC(n2nccc2NC(=O)c2ccc3c(c2)OCO3)CC1 (stereo not drawn) | -4 | ? | ? | 10µM* | . | -3
CC(Cc1ccccc1)NC(=O)c1ccc(N)cc1 (stereo not drawn) | 62* | 16% | 12µM* | 102%[activator] | -10% | 37*
CCC(=NCCc1c(C)[nH]c2ccc(OC(F)(F)F)cc12)C1=C(O)CC(c2ccccc2)CC1=O (stereo not drawn) | -13 | ? | -8% | ? | -12% | -10
COc1ccc(NC(=O)c2ccco2)c(NC(=O)Cc2cccs2)c1 | -6 | -10% | . | 18% | 6% | 1
O=C1C(=O)N(CCN2CCOCC2)C(c2ccccn2)/C1=C(/O)c1ccc(Cl)cc1 (stereo not drawn) | 26 | 24%&6% | -26% | 5% | 0% | 10
Oc1oc(-c2ccc(Br)cc2)nc1C=Nc1ccc(Br)cn1 | 15 | 1% | 61% | 44%[activator] | -1% | -3
CC(C)c1ccccc1NC(=O)C1CC(=O)N(C2CCCC2)C1 (stereo not drawn) | -12 | 12% | 8% | -9% | 14% | -1
CCCCNC(=O)/C(=C/c1ccco1)NC(=O)c1ccco1 | -5 | 23% | 7% | 22% | 3% | -1

Quoted at random: four records from the list
SMILES | Shiga inhibitor | HCV inhibitor | Pf growth 96h | Pf growth 48h | FBPA Giardia inh | Cycloheximide cs
CC(=O)n1nc(-c2ccc(C)cc2)nc1NCc1ccc(F)cc1 | 8 | -23% | ? | -8% | 1% | 2
CC(C)c1ccccc1NC(=O)C1CC(=O)N(C2CCCC2)C1 (stereo not drawn) | -12 | 12% | 8% | -9% | 14% | -1
O=C(NCCN1CCOCC1)C1CCN(S(=O)(=O)N2CCCCC2)CC1 | 12 | 7% | 8% | 23% | -1% | 0
CCCCNC(=O)/C(=C/c1ccco1)NC(=O)c1ccco1 | -5 | 23% | 7% | 22% | 3% | -1
